High-throughput results from PubChem.
NadD inh = inhibitors of Staphylococcus aureus NadD. purified NadD enzyme, colorimetric absorbance read-out. inhibition, % at 20 µM. 360,000 compounds, 0.78% hits; in the data active = inhibition above about 26%; also: some compounds past the cut are filed as inactive
CSN deneddyl inh = CSN deneddylation inhibition; Q92905; Purified CSN, SCF-Nedd8-OG deneddylation, fluorescence polarization; inhibition, % at 12.5 µM; 360,000 compounds, 0.38% hits; AID 651999;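 active = pattern-corrected inhibition above about 35%, with an unprinted fluorescence ratio check between 0.5 and 1.5, limit read from the data, passing the limit was not always enough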;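 also: 0% = enzyme with substrate and 100% = substrate without enzyme; some results filed as inactive read as strong as hits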
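Schedule: reaction 90 min, room temperature / Assay system: HEK293T-derived human Csn5 enzyme / Input: Csn5 at 0.24 nM final / Measure: inhibition of Csn5 cleavage, % / Control set: substrate-only high control, full reaction low control / Technique: fluorescence polarization of the substrate / Buffer or medium: Tris/NaCl/DTT buffer, pH 7.5 / Reagent: SCFSkp2-Nedd8OG substrate at 10 nM final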
Rin1 Abl inh = blocks binding of human Rin1 to Abl | P00519+Q13671 | TR-FRET Rin1/Abl binding, biochemical | inhibition, % at 7.35 µM | 360,000 compounds, 0.4% hits | AID 588664; in the data active = inhibition above about 5%, passing the limit was not always enough
Target sequence (P00519 whole entry, looked up): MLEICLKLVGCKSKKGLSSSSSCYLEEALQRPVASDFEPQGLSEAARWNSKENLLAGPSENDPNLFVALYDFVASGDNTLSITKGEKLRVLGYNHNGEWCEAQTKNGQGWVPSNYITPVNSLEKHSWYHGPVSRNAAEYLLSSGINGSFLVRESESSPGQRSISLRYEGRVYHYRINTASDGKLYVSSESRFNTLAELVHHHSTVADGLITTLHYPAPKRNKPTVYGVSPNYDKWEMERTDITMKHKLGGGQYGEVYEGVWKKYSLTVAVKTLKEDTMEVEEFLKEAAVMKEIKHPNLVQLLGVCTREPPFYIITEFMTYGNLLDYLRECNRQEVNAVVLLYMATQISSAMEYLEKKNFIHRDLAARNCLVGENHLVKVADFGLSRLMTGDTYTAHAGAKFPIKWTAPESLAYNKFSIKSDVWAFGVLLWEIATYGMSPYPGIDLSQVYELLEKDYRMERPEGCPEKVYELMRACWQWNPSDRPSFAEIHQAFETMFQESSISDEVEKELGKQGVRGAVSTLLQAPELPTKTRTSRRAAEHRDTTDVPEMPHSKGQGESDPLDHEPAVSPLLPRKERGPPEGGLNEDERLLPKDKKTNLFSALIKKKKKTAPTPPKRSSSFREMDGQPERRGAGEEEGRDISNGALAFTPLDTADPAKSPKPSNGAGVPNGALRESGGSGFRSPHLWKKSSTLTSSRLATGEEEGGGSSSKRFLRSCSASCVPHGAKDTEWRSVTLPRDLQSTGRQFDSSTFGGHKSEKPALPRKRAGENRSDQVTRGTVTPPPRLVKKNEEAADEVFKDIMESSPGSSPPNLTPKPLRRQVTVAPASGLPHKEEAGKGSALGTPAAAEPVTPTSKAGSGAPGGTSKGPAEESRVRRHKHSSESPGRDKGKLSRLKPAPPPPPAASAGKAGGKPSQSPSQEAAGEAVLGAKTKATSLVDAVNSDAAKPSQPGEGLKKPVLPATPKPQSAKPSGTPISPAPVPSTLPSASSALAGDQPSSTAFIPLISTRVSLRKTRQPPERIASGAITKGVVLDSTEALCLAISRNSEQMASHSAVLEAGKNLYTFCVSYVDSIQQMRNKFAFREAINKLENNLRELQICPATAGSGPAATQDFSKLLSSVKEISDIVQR
Target sequence (Q13671 whole entry, looked up): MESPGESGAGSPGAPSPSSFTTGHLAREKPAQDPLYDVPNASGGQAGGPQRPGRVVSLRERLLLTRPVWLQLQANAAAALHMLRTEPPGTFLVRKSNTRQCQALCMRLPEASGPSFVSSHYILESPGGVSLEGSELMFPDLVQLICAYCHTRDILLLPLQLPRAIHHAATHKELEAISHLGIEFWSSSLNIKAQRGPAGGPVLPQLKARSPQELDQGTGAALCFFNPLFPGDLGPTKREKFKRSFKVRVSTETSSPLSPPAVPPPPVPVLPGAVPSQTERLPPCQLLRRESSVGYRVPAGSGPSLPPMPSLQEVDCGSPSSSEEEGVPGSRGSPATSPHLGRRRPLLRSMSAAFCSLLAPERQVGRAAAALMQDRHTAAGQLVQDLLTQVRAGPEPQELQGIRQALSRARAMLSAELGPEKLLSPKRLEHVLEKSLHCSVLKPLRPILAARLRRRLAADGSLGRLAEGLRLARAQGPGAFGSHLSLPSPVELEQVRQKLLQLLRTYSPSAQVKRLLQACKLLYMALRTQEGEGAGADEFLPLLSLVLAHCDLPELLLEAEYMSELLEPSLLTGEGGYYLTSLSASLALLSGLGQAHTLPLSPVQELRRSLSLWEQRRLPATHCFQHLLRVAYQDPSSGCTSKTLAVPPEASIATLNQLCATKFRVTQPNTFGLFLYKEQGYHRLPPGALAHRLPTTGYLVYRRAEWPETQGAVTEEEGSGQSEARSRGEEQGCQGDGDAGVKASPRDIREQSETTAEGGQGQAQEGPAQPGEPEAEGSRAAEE
STEP inh = blocks human striatal-enriched tyrosine phosphatase. inhibition, % at 20 µM. AID 588621. 360,000 compounds, 0.25% hits. P54829. recombinant STEP, OMFP fluorogenic substrate, fluorescence;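 active = inhibition at 20 µM, scaled per plate between control wells, above about 37%, limit read from the data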;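 also: 0% = DMSO with enzyme and substrate and 100% = substrate only without enzyme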
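Assay system: isolated STEP enzyme. Buffer or medium: pH 6.0 Bis-Tris with DTT and Tween 20. Also added: fluorogenic phosphatase substrate OMFP at 25 µM final. Dosing: 20 µM, 1% DMSO. Timing: 20 min reaction, room temperature, in the dark. Measured by: fluorescence intensity, excitation 480 nm, emission 540 nm. Evaluation: normalized % inhibition.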
Neddyl block = cullin neddylation inhibition; P61081+Q13564; TR-FRET cullin neddylation, biochemical; calls only at 25 µM; 360,000 compounds, 0.58% hits; AID 651699; in the data active = inhibition above about 36%
Rpn11 block = blocks the human proteasome subunit Rpn11; human 26S proteasome, Ub4-pepOG fluorescence polarization; 20S core pre-blocked with epoxomicin; AID 588493; 360,000 compounds, 0.59% hits; calls only at 20 µM; O00487;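 active = inhibition at 20 µM, scaled to each plate's controls, above about 33%, limit read from the data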
SUMO1 PPI mod = SUMO1-SIM interaction modulation; P63165; SUMO1 binding to a labelled peptide, TR-FRET, 1 h; inhibition, % at 20 µM; 360,000 compounds, 0.33% hits; in the data active = inhibition above about 37%
DNMT1 block = inhibitors of human DNMT1; P26358; AID 588458; 360,000 compounds, 0.83% hits; DNMT1 molecular beacon, Hinp1I cleavage, fluorescence; inhibition (reported as % activation of signal), % at 10 µM; in the data active = inhibition above about 50%
Scp1 inh = blocks human Scp-1 phosphatase activity; Recombinant Scp1, phosphopeptide, malachite green phosphate absorbance; 340,000 compounds, 0.88% hits; Q9GZU7; AID 493091; inhibition, % at 20 µM;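 active = inhibition above about 50% at 20 µM, limit read from the data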;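 also: plate controls were DMSO wells with enzyme for no effect and wells lacking enzyme for full effect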
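Times: enzyme reaction 45 min at room temperature, colour 5 min, stabilisation 30 min. Material: SCP-1 catalytic fragment, aa 76-261. Medium: Acidic Tris acetate buffer with magnesium and detergent. Signal: colorimetric free-phosphate detection, absorbance 630 nm. Read-out basis: % inhibition of SCP-1 phosphate liberation. Reagent: Phosphorylated 17-residue peptide substrate.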
LMPTP inh = blocks human LMPTP phosphatase; P24666; recombinant LMPTP-A, OMFP fluorogenic substrate, fluorescence intensity; 360,000 compounds, 0.22% hits; inhibition, % at 20 µM; AID 651560;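 active = compounds that cut the enzyme signal by at least half of the control window in the single-dose screen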;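 also: plate controls were DMSO wells with enzyme plus substrate for no effect and substrate without enzyme for full effect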
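Buffer or medium: Bis-Tris pH 6.0, DTT, detergent; Assay system: LMPTP-A enzyme; Quantity: 0.625 nM enzyme; Detection: endpoint fluorescence intensity; Times: 50 min dark incubation at room temperature; Controls: substrate-only low control, DMSO enzyme-plus-substrate high control; Doses: single 20 µM dose; Read-out: percent inhibition versus substrate-only and uninhibited controls; Reagent: 400 µM OMFP.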
The depositor's hits bear a star; i = inactive; · = no result given.

Order of results – NadD inh, CSN deneddyl inh, Rin1 Abl inh, STEP inh, Neddyl block, Rpn11 block, SUMO1 PPI mod, DNMT1 block, Scp1 inh, LMPTP inh
- CC[C@]12c3[nH]c4cc(CCC(=O)N(C)C)ccc4c3CCN1C(=O)[C@@H](CC(=O)NC(C)(C)C)C[C@@H]2C(=O)N1CCN(C(=O)c2ccco2)CC1
→ 13, 0, -2, 2, i, i, -3, 6, -1, -1.0
- CC1(C(=O)NS(=O)(=O)c2cccs2)CCN1C(=O)C1CCCCC1 (configuration not stated)
→ 0, -3, 2, -2, i, i, 5, 0, ·, -2.8
- O=C(c1ccc(N2CCOCC2)c([N+](=O)[O-])c1)N1CCCCC1
→ -8, -6, -4, -4, i, i, -14, 1, -2, -0.4
- COc1ccc2c(=O)cc(C(F)(F)C(F)(F)F)oc2c1
→ 1, 0, 0, -5, i, i, -1, 2, -5, -1.5
- COc1ccc(C(C(C(=O)c2cccs2)N2CCOCC2)N2CCOCC2)cc1OC (configuration not stated)
→ 5, 8, -3, -3, i, i, -1, -4, -8, 0.0
- O=C(Nc1nc2ccccc2[nH]1)c1cccc(Br)c1
→ -5, -2, 1, 0, i, i, -2, -1, -12, 1.4
- CC(=O)Nc1c(C(=O)O)oc2ccc(Cl)cc12
→ 5, 3, 4, 14, i, i, 3, 1, -7, -0.7
- Cc1cccc(C(O)c2ncc(-c3ccccc3Cl)[nH]2)c1C (configuration not stated)
→ -3, 3, 1, -1, i, i, -3, -6, ·, 0.4
- Cc1cc(C)c2cc(C(O)c3nnnn3Cc3ccccc3)c(=O)[nH]c2c1 (configuration not stated)
→ 0, -2, 0, 1, i, i, 3, -1, -8, -0.5
- O=C(CSc1ncccn1)N1CCN(S(=O)(=O)c2ccccc2)CC1
→ 3, 3, -1, 2, i, i, -2, 0, -5, 0.0
- O=C(NC(=S)N1CCCCCC1)c1ccc(Cl)cc1Cl
→ 1, -1, 5, 2, i, i, 5, -4, -4, 1.0
- CCCOP(=O)(OCCC)C(Nc1cccc(C(F)(F)F)c1)c1ccc(C)cc1 (configuration not stated)
→ 3, 3, 2, -2, i, i, 18, 1, -4, -3.6
- CCN(CC)S(=O)(=O)c1ccc(-c2nnc(SCC(N)=O)n2CC)cc1
→ 0, -2, 0, -1, i, i, 0, 0, -2, -1.3
- Fc1cccc(Cl)c1Cc1noc(/C=C/c2ccccc2)n1
→ 1, 1, 5, 4, i, i, -7, -5, -13, 4.5
- CC(=O)Nc1sc(N/N=C/c2ccccc2F)nc1-c1ccc(C)cc1
→ 17, 1, 3, 3, i, i, -3, -7, 9, 0.0
- COC(=O)c1sc2ncn(-n3c(C)ccc3C)c(=O)c2c1C
→ 1, 6, -1, -2, i, i, -5, -1, -1, 0.8
- COc1ccc(C(CNC(=O)c2cccc(S(=O)(=O)Nc3ccc(F)cc3)c2)N2CCCC2)cc1 (configuration not stated)
→ -2, 0, -2, 1, i, i, 6, -2, -6, 2.5
- O=C(Nc1ccc(F)c(Cl)c1)Nc1ccc(Cl)cn1
→ 12, -2, 3, -2, i, i, -4, 10, -3, 0.5
- CCN(CC)S(=O)(=O)c1cc(-c2nnc(-c3ccc(Br)cc3)o2)ccc1Br
→ -7, -3, -4, 4, i, i, 0, 12, -12, 4.0
- O=C(Nc1cc(C(F)(F)F)ccc1N1CCOCC1)c1cn2ccccc2n1
→ 2, 0, 4, -3, ·, i, 0, 2, -9, 0.3
- Cc1cc(C)cc(NC(=O)c2cc(=O)c3ccccc3o2)c1
→ -4, -4, -2, 0, i, i, -2, 1, -7, -0.6
- COCC(=O)n1nc(NCc2ccc(OC)cc2)nc1NCc1ccc(OC)cc1
→ -1, 1, 0, -5, i, i, 0, 1, -4, -0.2
- Cc1ccc(Cn2c(C(=O)O)cc3sccc32)cc1
→ -2, 1, 4, 2, i, i, -1, -2, -17, -1.8
- O=C(COC(=O)c1nn(CCO)c(=O)c2ccccc12)Nc1ccc(Cl)c(Cl)c1
→ -8, 6, 3, -2, i, i, -1, -2, -6, 1.0
- COc1cc([N+](=O)[O-])ccc1NC(=O)CSc1nnc(C)c(C)n1
→ 1, -1, 1, 1, i, i, -18, -2, -10, -0.9
- COc1cc(CNn2nnnc2N)cc(Br)c1OCC(=O)NC(C)(C)C
→ 5, -1, -2, 0, i, i, 3, 1, -2, -1.8
- OCc1cccc(Nc2ncnc3sc4c(c23)CCCCC4)c1
→ 3, 2, 0, 0, i, i, 1, -1, -5, 0.7
- CCN(C(=O)COC(=O)CN(C)S(=O)(=O)c1ccc(NC(C)=O)cc1)C1CCS(=O)(=O)C1 (configuration not stated)
→ 0, 0, 3, 2, i, i, 1, -1, -2, -1.6
- CC1(C)SC(=S)N(NC(=O)Nc2ccccc2)C1N(O)C(=O)Nc1cccc2ccccc12 (configuration not stated)
→ 1, -3, -1, -3, i, i, -3, -10, -5, 3.5
- CCC(=O)N1CCc2cc(S(=O)(=O)NCCC(=O)N3CCN(c4ccccc4)CC3)ccc21
→ 0, -3, 0, 0, i, i, -2, 2, 4, 0.6
- Cc1ccc(S(=O)(=O)N2CCCCC2)cc1NC(=O)CCNC(=O)c1ccccc1Cl
→ 2, -2, 3, -1, i, i, 1, 1, ·, -0.9
- O=C(Nc1ccc(Cl)cc1)Nc1nc(-c2ccccc2)cs1
→ -1, 1, -1, -2, i, i, 0, 17, -5, 0.2
- O=C(COC(=O)c1ccc(Br)cc1)NCCC1=CCCCC1
→ -6, 0, 1, 2, i, i, 1, 0, -8, 0.8
- Cc1ccc(N/N=C/c2ccncc2)cc1
→ -7, 3, -2, 0, i, i, -14, 2, 0, -2.1
- CN1CCC(N(C)S(=O)(=O)c2ccc(NC(=O)COc3ccc([N+](=O)[O-])cc3)cc2)CC1
→ 4, 1, -2, 2, i, i, -17, 1, -3, -0.6
- CCN1CCCC1CNCc1cccc(OC)c1OCc1ccccc1 (configuration not stated)
→ -4, -3, 0, -5, i, i, -2, 1, -2, -5.3
- Cc1ccc(-c2csc(NC(=S)NC(=O)/C=C/c3ccco3)n2)cc1
→ 15, 6, 1, -1, i, i, 1, -12, -11, 2.3
- CC(C)(C)OC(=O)NCCCC[C@H](NC(=O)c1nc[nH]c1C(=O)NC(c1ccccc1)c1ccccc1)C(=O)OC(C)(C)C
→ 21, -3, 3, 0, i, i, -4, -27, -8, 2.0
- CCn1c(CC(=O)Nc2ccc(F)cc2)nnc1SCC(=O)NC1=NCCS1
→ -3, -4, -2, 0, i, i, 3, 0, -1, -2.1
- CCCn1c(=O)[nH]c(=O)c2c1nc(-c1ccccc1)n2CCN1CCOCC1
→ -1, -1, -3, 8, i, i, -4, 7, 82*, -3.0
- CCOc1ccc(CN2CCN(Cc3cnc(N4CCOCC4)s3)CC2CCO)cc1 (configuration not stated)
→ -7, -3, -4, -4, i, i, 0, -1, -7, -0.9
- CCOc1ccccc1NC(=O)CN1C(=O)NC(Cc2c[nH]c3ccccc23)C1=O (configuration not stated)
→ -5, -4, 3, -3, i, i, 15, 1, -13, 0.3
- CC(O)CNc1nc2c(c(=O)n(C)c(=O)n2C)n1CCc1ccccc1 (configuration not stated)
→ -9, 0, -2, 3, i, i, 2, 0, -13, 0.4
- Cn1cnnc1SCc1nnc(-c2ccccc2Br)o1
→ 0, -6, 1, -4, i, i, 5, 1, 2, -0.2
- CCCOc1ccc(C(=O)N/N=C/c2c[nH]c3ccc(Br)cc23)cc1
→ 6, 2, -1, -2, i, i, 0, -14, 6, 1.9
- O=C(NCc1cccs1)c1ccc2ccccc2n1
→ 2, -8, 5, 2, i, i, -7, -1, -3, 0.7
- O=C(C1CCOCC1)N1CCCC(N2CCN(c3cccc(C(F)(F)F)c3)CC2)C1 (configuration not stated)
→ -4, -3, 1, -5, i, i, 3, 0, -6, -0.4
- COc1ccc(Cl)cc1NC(=O)NCC1CCN(C(=O)OC(C)(C)C)CC1
→ -2, 4, -2, -1, i, i, 0, 2, -1, 0.8
- C=CCOc1cccc(C(=O)/C=C2/C(=O)Nc3ccccc32)c1
→ -12, 0, 2, 0, i, i, -5, -2, -19, 2.4
- CCN(CC)c1ccc(C2CC(=O)NC3=C2C(=O)CC(C)(C)C3)cc1 (configuration not stated)
→ 0, 5, 1, 4, i, i, 4, 12, -5, 0.1
- O=C(O)C1C2C=CC(O2)C1C(=O)Nc1ccccc1C(F)(F)F (configuration not stated)
→ 7, 2, 3, -1, i, i, 4, 9, 18, -1.8
- Cc1ccc(NC(=O)c2cc([N+](=O)[O-])ccc2N2CCOCC2)cc1S(=O)(=O)N1CCOCC1
→ -1, -2, -3, -1, i, i, -27, -2, -8, 1.5
- C=CCN=C(NC#N)SCC(=O)c1cccc(OC)c1
→ 3, 2, -1, 0, i, i, -10, -1, -9, -1.0
- C=CCSc1nnc(-c2ccccc2NC(=O)CC)c(=O)[nH]1
→ -2, -2, 0, 0, i, i, 2, 8, -5, 0.0
- Cc1n[nH]c(C)c1CNCc1c(C(=O)N2CCCCCCC2)nc2ccc(Cl)cn12
→ -2, 2, 0, -2, i, i, 15, -7, 2, -1.7
- COc1ccc(C(C(=O)NC2CCCC2)N(CCC(C)C)C(=O)CCC(=O)Nc2cc(C)on2)cc1 (configuration not stated)
→ 1, -4, 1, 2, i, i, 3, -3, -2, 1.3
- COc1ccccc1-c1cncc(NC(C)=O)n1
→ 1, -3, -17, -1, i, i, -6, 2, ·, -1.8
- Cc1ccc(S(=O)(=O)N(CCCc2c(C)nc(N)[nH]c2=O)Cc2ccc([N+](=O)[O-])cc2)cc1
→ 3, 1, 4, -1, i, i, -20, -1, ·, 4.5
- CCOC(=O)CSc1nnc(NC(=O)c2cccc([N+](=O)[O-])c2)s1
→ -1, 2, -2, -2, i, i, -12, 3, 0, -0.3
- Cc1ccc(NS(=O)(=O)c2ccc3c(c2)n(C)c(=O)n3C)c(C)c1
→ -7, -4, 0, -2, i, i, 6, 3, -7, -2.7
- CCOc1ccc(Oc2ccccc2NC(=O)CN2C(=O)NC3(CCCC3)C2=O)cc1
→ -5, -2, 5, -3, i, i, -1, -5, -3, 0.5
- O=C(CCSc1ccc(Cl)cc1)Nc1cccnc1
→ -5, 4, 2, 1, i, i, 3, -7, -1, -0.8

Compound profiles, as listed above.
`Cc1ccc(S(=O)(=O)N(CCCc2c(C)nc(N)[nH]c2=O)Cc2ccc([N+](=O)[O-])cc2)cc1` is listed with NadD inh = 3; CSN deneddyl inh = 1; Rin1 Abl inh = 4; STEP inh = -1; Neddyl block = i; Rpn11 block = i; SUMO1 PPI mod = -20; DNMT1 block = -1; Scp1 inh = ·; LMPTP inh = 4.5
`COc1ccc(Cl)cc1NC(=O)NCC1CCN(C(=O)OC(C)(C)C)CC1` is listed with NadD inh = -2; CSN deneddyl inh = 4; Rin1 Abl inh = -2; STEP inh = -1; Neddyl block = i; Rpn11 block = i; SUMO1 PPI mod = 0; DNMT1 block = 2; Scp1 inh = -1; LMPTP inh = 0.8
